Screening data deposited in PubChem BioAssay by National Center for Advancing Translational Sciences (NCATS).
Giardia FBPA inh = qHTS Assay for Inhibitors of Fructose-1,6-bisphosphate Aldolase from Giardia Lamblia | A8B2U2 | purified Giardia FBPA | Potency, µM (highest dose often 59.6 µM), for the others: at the top dose activity, negative = inhibition, usual class: inhibitors | hit rate 0.71% among 290,000; also: potency is read from the fitted curve at half-maximal effect; nearly all actives have a fitted effect of over 55% in size
Target sequence (A8B2U2 whole entry, looked up): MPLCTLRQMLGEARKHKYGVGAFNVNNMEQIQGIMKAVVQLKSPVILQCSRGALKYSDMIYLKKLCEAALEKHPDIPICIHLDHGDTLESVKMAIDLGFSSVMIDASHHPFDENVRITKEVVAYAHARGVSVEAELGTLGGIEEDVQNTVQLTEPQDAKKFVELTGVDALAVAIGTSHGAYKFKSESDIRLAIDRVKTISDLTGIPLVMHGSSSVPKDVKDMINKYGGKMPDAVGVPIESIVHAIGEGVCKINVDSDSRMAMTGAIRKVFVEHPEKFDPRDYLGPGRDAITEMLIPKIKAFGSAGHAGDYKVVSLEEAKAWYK
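Giardia FBPA (40 nM reagent) was preincubated 10 min at RT with compound (up to 57.5 uM final), then substrate plus GAPDH/TPI/NAD/arsenate coupling system with diaphorase/resazurin was added; resorufin fluorescence (525/598 nm) was read after 20 min.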
HCV inh = qHTS Assay for Inhibitors of Hepatitis C Virus (HCV). Potency, µM (series often up to 41.8 µM), without a hit: at the top dose activity change, negative = inhibition, usual class: inhibitors. Huh7.5.1 HCVcc-Cre infection, luciferase reporter, 44 h. hit rate 3.4% among 340,000. AID 651820, 2012; also: potency is read from the fitted curve at half-maximal effect
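Infectious HCV cell culture screen: compound-treated cells (1,000/well, pre-plated 4 h) are infected with HCVcc-Cre at roughly 0.5 moi and grown 44 h. Infection is quantified by luciferase signal after 15 min substrate incubation at room temperature.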
Sm TGR block = qHTS Assay for the Inhibitors of Schistosoma Mansoni Peroxiredoxins; hit rate 3% among 360,000; AID 485364, 2010; Schistosoma mansoni thioredoxin glutathione reductase (TGR), Q962Y6; purified TGR, DTNB reduction, TNB absorbance 405 nm; Potency, µM (highest dose often 114 µM), for inactives: at the highest dose activity change, negative = inhibition, hits mostly inhibitors; also: potency is read from the fitted curve at half-maximal effect; nearly all actives have a fitted effect of over 60% in size
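TGR 20 nM + NADPH 100 uM (dispensed conc.), cpd preinc 15 min RT; start with NADPH (500 uM addition) then DTNB (15 mM addition). Kinetic TNB absorbance, 405 nm filter. Four-parameter Hill fit across titration.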
AmpC inh no detg = qHTS Inhibitors of AmpC Beta-Lactamase (assay without detergent); P00811; AmpC nitrocefin hydrolysis, absorbance 480 nm, 0.0001% Triton; Potency, µM (titrated, usually from 57.1 µM), inactives show at the top dose activity change, negative = inhibition, hits mostly inhibitors; hit rate 0.52% among 330,000;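 also: potency is read from the fitted curve at half-maximal effect; plate controls were no compound for no effect and no enzyme for full effect; nearly all actives have a fitted effect of over 20% in size; some results filed as inactive show a strong effect at the top dose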
Target sequence (P00811 whole entry, looked up): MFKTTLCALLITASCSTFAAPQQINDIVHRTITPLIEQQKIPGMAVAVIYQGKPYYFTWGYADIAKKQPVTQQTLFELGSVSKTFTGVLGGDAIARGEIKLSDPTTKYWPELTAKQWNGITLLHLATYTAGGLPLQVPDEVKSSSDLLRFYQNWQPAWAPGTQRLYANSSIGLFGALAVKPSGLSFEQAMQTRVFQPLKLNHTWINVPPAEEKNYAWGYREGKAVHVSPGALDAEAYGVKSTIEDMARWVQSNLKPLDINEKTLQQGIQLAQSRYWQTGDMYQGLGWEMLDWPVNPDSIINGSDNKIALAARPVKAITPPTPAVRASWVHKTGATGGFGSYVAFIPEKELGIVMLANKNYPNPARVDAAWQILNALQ
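AmpC (5.3 nM in the dispensed reagent) in 20 mM phosphate pH 7.0 with 0.01% (detergent screen) or 0.0001% Triton X-100 was preincubated with compounds for 15 min at room temperature. Nitrocefin was then added from an 800 uM solution, and hydrolysis was followed at 480 nm.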
AmpC detergent = qHTS Inhibitors of AmpC Beta-Lactamase (assay with detergent) | P00811 | AmpC hydrolysis of nitrocefin, absorbance 480 nm, 0.01% Triton | Potency, µM (top dose mostly 114 µM), without a hit: top-dose activity change, negative = inhibition, most hits filed as inhibitors | hit rate 0.041% among 370,000 | AID 485294, 2010;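 also: potency is read from the fitted curve at half-maximal effect; 0% = no-compound wells and -100% = no-enzyme wells; nearly all actives have a fitted effect of over 25% in size; some results filed as inactive show a strong effect at the top dose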
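20 mM phosphate pH 7.0 + 0.01% (detergent screen) or 0.0001% Triton X-100; 5.3 nM AmpC reagent; cpd preinc 15 min RT; nitrocefin (800 uM stock) to start; A480 q20 s × 4 min; Activity was normalised to no-enzyme and no-compound control wells.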
HCMV inh = qHTS Assay for inhibitors of the human cytomegalovirus (HCMV); HFF cells, HCMV-luciferase reporter, 72 h; active compounds read low; AID 1259415, 2018; activity change, negative = inhibition, % at 57.5 µM; hit rate 4.5% among 410,000; in the data active = activity change below about -60%; inconclusive = no clear call, values can overlap the other calls; inactive = above about -39%
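Luciferase read-out from HCMV-luciferase-infected HFFs (MOI 1 PFU/cell) 72 h post infection at 37C; compounds added after 16 h cell attachment; activity normalized between buffer-only basal and Salinomycin (10uM) inhibitor controls.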
The depositor's hits bear a star; ? = inconclusive; / = not tested or not shown; & = joins results of further samples; [ ] = another dose, or the depositor's remark. Unless noted, calls follow the shape of the dose curve; as a rule, active = well fitted curve in the direction sought with a large enough effect; inconclusive = small, poorly fitted or top-dose-only effect, or another doubt; inactive = no such curve, though single readings can be large; an effect the other way counts as inactive or inconclusive. Unless noted, % is scaled to controls: 0 for no effect and ±100 for the full control effect.

[1] COc1ccc(CCNCc2cccn2C)cc1OC
[2] c1ccc(CC2CCN(c3ncnc4sccc34)CC2)cc1
[3] CSc1nc2ccc(NC(=O)c3ccc(=O)n(C)n3)cc2s1
[4] Cc1ccc2c(CSc3nnc(N)s3)cc(=O)oc2c1
[5] Cc1ccc(NC(=O)CSc2nc(N)c3cc4c(nc3n2)CCCC4)cc1
[6] CC1CCC(NC(=O)c2ccc3c(c2)N(Cc2cccc(Cl)c2)C(=O)c2ccccc2S3(=O)=O)CC1 (stereo unspecified)

screen / no.	1	2	3	4	5	6
Giardia FBPA inh	-23%	-1%	-4%	-3%	5%	/
HCV inh	-16%	4µM*	?	2%	-15%	/
Sm TGR block	-14%	0%	29%	-10%	3%	22%
AmpC inh no detg	-9%	-26%	144%[activator]	-29%	14µM*	/
AmpC detergent	0%	3%	1%	-9%	-5%	-6%
HCMV inh	51	-85*	205	-15	-27	?

[7] COC(=O)C1=C(N)Oc2cc(C)[nH]c(=O)c2C1c1ccncc1 (stereo unspecified)
[8] CCc1nnc(NC(=O)c2ccc(S(=O)(=O)N3CCCC(C)C3)cc2)o1 (stereo unspecified)
[9] O=C(Cn1ncc(N2CCOCC2)c(Br)c1=O)c1ccc(Cl)cc1
[10] Cn1c(=O)c(-c2cc(Br)ccc2N)nc2ccccc21
[11] COc1ccc(CC2SC(=Nc3ccc(F)cc3)NC2=O)cc1 (stereo unspecified)
[12] CC(C)Cn1ccc(=O)n(CC(C)C)c1=O

screen / no.	7	8	9	10	11	12
Giardia FBPA inh	1%	?	1%	-18%	0%	1%
HCV inh	24%	-26%	-1%	-20%	3%	3%
Sm TGR block	6%	1%	/	-24%	4%	-2%
AmpC inh no detg	-14%	-20%	5%	-16%	-21%	-3%
AmpC detergent	-3%	?	2%	-1%	1%	?
HCMV inh	28	-18	28	168	-38	-28

Brought forward from above: 2 compounds; new compounds follow.
[11] COc1ccc(CC2SC(=Nc3ccc(F)cc3)NC2=O)cc1 (stereo unspecified)
[12] CC(C)Cn1ccc(=O)n(CC(C)C)c1=O
[13] CC[C@@]1(C(=O)OC)N[C@H](CN(C)C(=O)c2ccc(F)cc2)[C@@H]2C(=O)N(Cc3ccccc3)C(=O)[C@@H]21
[14] COc1ccccc1OC(=O)CCN1c2ccccc2Sc2ccccc21
[15] CCOC(=O)c1ccc(NC(=O)C(CC)Sc2nc3ccncc3[nH]2)cc1 (stereo unspecified)
[16] O=C(NCC(c1ccc2c(c1)OCO2)N1CCN(c2ccccc2)CC1)C(=O)Nc1cccc(F)c1 (stereo unspecified)
[17] COc1ccc(NC(=O)c2cc([N+](=O)[O-])ccc2N2CCNCC2)cc1
[18] Cc1nnc2ccc(-c3cccc(NC(=O)c4ccc(Br)o4)c3)nn12

screen / no.	11	12	13	14	15	16	17	18
Giardia FBPA inh	0%	1%	/	-1%	/	/	1%	-2%
HCV inh	3%	3%	16%	0%	/	/	-2%	-23%
Sm TGR block	4%	-2%	/	-5%	1%	11%	/	-26%
AmpC inh no detg	-21%	-3%	78%[activator]	-35%	/	/	0%	-2%
AmpC detergent	1%	?	/	?	10%	-4%	6%	2%
HCMV inh	-38	-28	18	-16	-2	-2	-32	?

[19] COc1ccc2c(c1)C(=O)N(c1ccccc1)C(=O)C2
[20] O=C(CN1C(=O)CSc2ccc(S(=O)(=O)N3CCCCC3)cc21)NCc1cccnc1
[21] Cc1cc(=O)oc(C)c1C(=O)NNC(=O)C1(C)CC1Br (stereo unspecified)
[22] Cc1cccc(CN2C(=O)N/C(=C/c3cc(C)n(-c4cc(C)ccn4)c3C)C2=O)c1
[23] CCc1ccc(NC(=O)c2cnn(-c3c(C)cccc3C)c2C2CCNCC2)cc1
[24] COc1ccc(/C=N/NC(=O)c2cccc([N+](=O)[O-])c2)cc1OC(=O)c1ccccc1

screen / no.	19	20	21	22	23	24
Giardia FBPA inh	3%	1%	7%	-7%	/	4%
HCV inh	?	10%	-2%	1.8µM*	/	11µM*
Sm TGR block	81%[activator]	-3%	2%	-32%	29%	-9%
AmpC inh no detg	-22%	-13%	-9%	34%	/	-10%
AmpC detergent	-7%	-15%	-1%	-1%	7%	0%
HCMV inh	86	21	-40	/	?	-35

[25] Cc1ccc(C)c(NC(=O)/C(C#N)=C/c2cn(CC(=O)NCc3ccco3)c3ccccc23)c1
[26] c1ccc(-c2nnnc3ccccc23)cc1
[27] c1cnc2ccc(-c3ccc4ncccc4c3)cc2c1
[28] COc1cccc(CN2CCNC(=O)C2CC(=O)NCc2cn3ccc(C)cc3n2)c1OC (stereo unspecified)
[29] O=C(Nc1nnc(Cc2ccccc2)s1)Nc1ccccc1F
[30] O=C(COc1ccccc1)NCC(=O)Nc1cccc2ccccc12

screen / no.	25	26	27	28	29	30
Giardia FBPA inh	0%	5%	5%	-5%	7%	0%
HCV inh	?	37%[activator]	-10%	6%	-8%	0%
Sm TGR block	-4%	-3%	-6%	-13%	2%	5%
AmpC inh no detg	-12%	-34%	-21%	0%	-13%	-27%
AmpC detergent	?	?	?	2%	6%	-6%
HCMV inh	-100*	-30	13	-23	27	19

The final four records of the section before come first, to join the parts:
[27] c1cnc2ccc(-c3ccc4ncccc4c3)cc2c1
[28] COc1cccc(CN2CCNC(=O)C2CC(=O)NCc2cn3ccc(C)cc3n2)c1OC (stereo unspecified)
[29] O=C(Nc1nnc(Cc2ccccc2)s1)Nc1ccccc1F
[30] O=C(COc1ccccc1)NCC(=O)Nc1cccc2ccccc12
[31] CCc1cccc(NC(=O)CCc2c(C)nn(-c3ccc(N4CCOCC4)nn3)c2C)c1
[32] Cn1c(SCC(=O)NCC2CCCO2)nnc1-c1ccc(S(=O)(=O)N2CCCC2)cc1 (stereo unspecified)
[33] C=CCn1cc(/C=N/Nc2nc3ccccc3[nH]2)c2ccccc21
[34] CCOC(=O)c1c(NC(=O)/C=C/c2ccc(Cl)cc2)sc2c1CCC(C)C2 (stereo unspecified)
[35] Cc1ccccc1NC(=O)Cn1cc(S(=O)(=O)N2CCCC2)c(S(=O)(=O)N2CCCC2)c1
[36] CCOc1ccc(NC(=O)COc2ccc(C(=O)N3CCC(C(N)=O)CC3)cc2OC)cc1

screen / no.	27	28	29	30	31	32	33	34	35	36
Giardia FBPA inh	5%	-5%	7%	0%	/	9%	4%	/	/	/
HCV inh	-10%	6%	-8%	0%	-18%	-2%	?	/	/	4%
Sm TGR block	-6%	-13%	2%	5%	-11%	-8%	-5%	0%	1%	-1%
AmpC inh no detg	-21%	0%	-13%	-27%	143%[activator]	-2%	-18%	/	/	-10%
AmpC detergent	?	2%	6%	-6%	-1%	-13%	-9%	-6%	-1%	-3%
HCMV inh	13	-23	27	19	45	28	58	30	-1	?

[37] CCOc1ccccc1C(=O)Nc1cccc2ccc(C)nc12
[38] O=C(c1ccccc1)N1CCCC(c2nc3c(nnn3Cc3ccccc3)c(=O)[nH]2)C1 (stereo unspecified)
[39] COc1ccccc1Nc1nc(N)nc(CN2CCOCC2)n1
[40] COc1cc(CCN2C(=O)N[C@@H](c3cccc(C(F)(F)F)c3)C(C(C)=O)=C2C)cc(OC)c1OC
[41] O=C(C[n+]1cccc(C(=O)N/N=C/c2ccc(Br)cc2)c1)c1ccccc1
[42] CC(C(=O)Nc1ccc2c(c1)OCCO2)N(C)Cc1c(F)cccc1Cl (stereo unspecified)

screen / no.	37	38	39	40	41	42
Giardia FBPA inh	/	7%	-24%	1%&-2%	/	-3%
HCV inh	/	12%	13%	?	?	-22%
Sm TGR block	7%	-1%	?	1%	-17%	5%
AmpC inh no detg	/	-5%	-18%	56%	54%	-7%
AmpC detergent	6%	-3%	?	2%	?	3%
HCMV inh	-23	17	34	/	0	?

[43] Cc1ccccc1C(=O)Oc1cc(N)n(S(=O)(=O)c2ccccc2)n1
[44] CSc1ccccc1NC(=O)CN(C)C(=O)CCc1c[nH]c2ccccc12
[45] O=C(N/N=C/c1ccc2c(c1)OCO2)/C(=C/c1ccc2c(c1)OCO2)NC(=O)c1ccccc1
[46] COc1ccc(C2SCC(=O)N2c2ccccc2)cc1 (stereo unspecified)
[47] CCOc1ccccc1N(CC(=O)NCCOC)C(=O)CCC(=O)Nc1ccccn1
[48] Cc1ccc(-c2noc(CN(C(=O)c3cccc(Br)c3)C(C)C)n2)cc1

screen / no.	43	44	45	46	47	48
Giardia FBPA inh	2%	/	4%	9%	5%	-1%
HCV inh	15%	-2%	6%	-6%	11%	-29%
Sm TGR block	6%	13%	4%	1%	/	3%
AmpC inh no detg	-29%	-3%	-21%	-1%	33%	45%
AmpC detergent	?	-6%	0%	-12%	-6%	-13%
HCMV inh	8	13	14	14	-32	61

[49] Cc1ccc(Cl)cc1N1CCN(c2ncnc3onc(-c4ccc(F)cc4)c23)CC1
[50] O=C(NCc1cccc(F)c1)c1cccc(NC(=O)c2nsc3ccccc23)c1
[51] Cc1ccc(-c2cc(C(=O)N3CC(C)CC(C)C3)c3ccccc3n2)o1 (stereo unspecified)
[52] O=C(Cc1ccccc1F)Nc1ccccc1-c1ccccc1
[53] O=C(Nc1ccccc1Br)C1CC(=O)N(c2ccc3c4c(cccc24)CC3)C1 (stereo unspecified)
[54] CC1(C)C[C@@H]1C(=O)N/C(=C\CCCCSC[C@H](N)C(=O)O)C(=O)O

screen / no.	49	50	51	52	53	54
Giardia FBPA inh	/	/	14%	4%	-8%	/
HCV inh	/	/	11%	-10%	?	10%
Sm TGR block	-9%	7%	22µM*	21%	-12%	?
AmpC inh no detg	/	/	6%	-13%	11%	-8%
AmpC detergent	11%	16%	0%	4%	?	-3%
HCMV inh	-2	69	3	11	-29	-11

[55] COc1ccc(/C=C/C(=O)OCC(=O)NC2CCCC2)cc1OC
[56] CCOC(=O)C1CCCN(Cc2ccc(OCc3ccccc3)c(OC)c2)C1 (stereo unspecified)
[57] O=C(c1ccc2c(c1)OCCCO2)N1CCCCC1
[58] O=S(=O)(NCCCc1ccccc1)c1ccccc1

screen / no.	55	56	57	58
Giardia FBPA inh	/	-29%	8%	-1%
HCV inh	-2%	-29%	6%	-2%
Sm TGR block	/	-19%	10%	-11%
AmpC inh no detg	-39%	64%[activator]	-14%	-25%
AmpC detergent	/	?	4%	2%
HCMV inh	-1	-2	9	22
